Compound activity deposited in PubChem BioAssay by The Scripps Research Institute Molecular Screening Center.
hgDAF12 agonist – hgDAF-12 agonism, primary luciferase screen. AID 687014. 370,000 tested, 1.8% active. HEK293 GAL4-hgDAF12 UAS-luciferase reporter, agonist luminescence; normalized to butyrate control. activation, % at 6.8 µM;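 active means activation above a cutoff set at the mean of all screened compounds plus 3 SD, cut at about 10% in these data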;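 further: 0% = DMSO wells and 100% = sodium butyrate wells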
hcDAF12 agonist – activates DAF-12 receptor from parasite H. contortus. 370,000 tested, 1.4% active. HEK293 hcDAF-12 lit1-tk-luc reporter, luminescence; 0% DMSO, 100% Δ7-dafachronic acid. AID 652067. activation, % at 6.8 µM;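 active means activation above the mean of all tested compounds plus 3 SD, cut at about 5.5% in these data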;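 further: 100% = response to 3 µM Δ7-dafachronic acid high control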
PLC-gamma1 inh – inhibitors of human phospholipase C gamma1; P19174; purified PLC-gamma1, fluorogenic substrate, fluorescence; inhibition, % at 12.2 µM; 370,000 tested, 0.84% active; AID 720700; in the data active means inhibition above about 9.5%
DAX1 inh-1 – NR0B1 (DAX1) inhibition. P51843. HEK293 Gal4-DAX1 luciferase reporter, luminescence. inhibition, % at 6.75 µM. 340,000 tested, 0.99% active. AID 504766;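 active means inhibition above the mean over all tested compounds plus 3 SD, cut at about 4.2% in these data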;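 further: 0% = DAX1-transfected cells with DMSO and 100% = empty-vector control cells with DMSO; inhibition shows as a rise in luminescence from relieved DAX1 repression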
Target sequence (P51843 207-470 limits assumed): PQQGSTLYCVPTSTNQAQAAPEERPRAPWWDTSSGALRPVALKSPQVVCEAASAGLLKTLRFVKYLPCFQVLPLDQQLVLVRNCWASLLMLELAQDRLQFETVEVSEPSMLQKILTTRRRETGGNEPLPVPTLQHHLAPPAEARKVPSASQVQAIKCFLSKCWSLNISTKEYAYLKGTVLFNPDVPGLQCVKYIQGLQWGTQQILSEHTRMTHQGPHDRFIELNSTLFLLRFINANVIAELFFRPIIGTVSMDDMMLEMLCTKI
ssDAF-12 act – activates DAF-12 receptor from parasite S. stercoralis | activation, % at 6.8 µM | HEK293 ssDAF-12/GRIP1 lit1-tk-luc reporter, luminescence; % of 3 µM dafachronic acid response | AID 652126 | 370,000 tested, 1% active;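 active means activation above the mean over all tested compounds plus 3 SD, cut at about 0.9% in these data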;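 further: 0% = DMSO-only wells and 100% = 3 µM delta7-dafachronic acid wells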
ADAM17 inh – inhibits human ADAM17 | P78536 | recombinant ADAM17, EDANS/DABCYL FRET peptide cleavage | inhibition, % at 6.95 µM | 370,000 tested, 0.83% active | AID 720648;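 active means inhibition above the mean of compounds lying between control limits plus 3 SD, set per campaign, cut at about 8.5% in these data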;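 further: 0% = DMSO-only wells as the low control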
sPLA2-III inh – Inhibits HGIII-sPLA2 liposome hydrolysis, primary screen. QFRET BODIPY PC-A2 liposome hydrolysis, fluorescence. inhibition, % at 12.2 µM. Q9NZ20. 370,000 tested, 0.56% active. AID 743126;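 active means inhibition above mean plus 3 SD of compounds lying within the high and low control bounds, cut at about 19% in these data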;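 further: 0% = median of test compound wells and 100% = no enzyme DMSO wells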
PLC-beta3 inh – blocks human PLC-beta3 enzyme activity; Purified PLC-beta3, fluorogenic substrate, fluorescence; inhibition, % at 12.2 µM; 370,000 tested, 0.18% active; AID 720704; in the data active means inhibition above about 11%;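 further: 0% = median of compound wells on plate and 100% = full blocker control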
ADAM10 inh – inhibitors of human ADAM10 | 370,000 tested, 0.62% active | recombinant ADAM10, EDANS/DABCYL FRET peptide cleavage, 3 h | inhibition, % at 7 µM;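 active means inhibition above a per-campaign cutoff equal to the mean of compounds falling between control-based bounds plus 3 SD, cut at about 20% in these data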;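 further: 0% = DMSO wells while the 100% control is not disclosed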
Target sequence (O14672 214-748 limits assumed): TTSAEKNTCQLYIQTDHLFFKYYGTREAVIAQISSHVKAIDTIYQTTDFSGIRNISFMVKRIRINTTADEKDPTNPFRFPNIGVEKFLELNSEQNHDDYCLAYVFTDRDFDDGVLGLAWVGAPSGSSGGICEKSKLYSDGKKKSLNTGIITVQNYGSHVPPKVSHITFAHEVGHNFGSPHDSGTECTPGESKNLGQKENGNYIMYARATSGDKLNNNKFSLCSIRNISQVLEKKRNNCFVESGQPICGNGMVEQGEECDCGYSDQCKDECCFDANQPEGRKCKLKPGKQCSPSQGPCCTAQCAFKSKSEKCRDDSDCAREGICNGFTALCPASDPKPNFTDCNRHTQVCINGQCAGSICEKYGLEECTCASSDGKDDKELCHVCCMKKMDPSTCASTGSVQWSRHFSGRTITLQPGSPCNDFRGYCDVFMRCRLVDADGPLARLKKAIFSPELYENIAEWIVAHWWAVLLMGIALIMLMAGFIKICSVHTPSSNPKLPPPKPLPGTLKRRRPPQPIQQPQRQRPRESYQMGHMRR
DAX1 inh-2 – inhibitors of DAX1 repression of SF-1 activated StAR promoter; HEK293T StAR-luciferase reporter, SF-1/DAX-1 repression relief; inhibition, % at 6.8 µM; 370,000 tested, 1.1% active; AID 652010;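 active means inhibition above the mean over all tested compounds plus 3 SD, cut at about 3.6% in these data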;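 further: 0% = DAX-1 cells with DMSO and 100% = cells lacking DAX-1 with DMSO; higher inhibition means more luminescence from relief of DAX-1 repression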
FXN GAA850 act – frataxin GAA850 promoter activation; HEK293 lucGAA850 FXN promoter luciferase reporter, 24 h; percent of 10 µM SAHA response; activation, % at 6 µM; 360,000 tested, 0.56% active; AID 540364;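 active means activation above the average of all compounds screened plus 3 SD, cutoff fixed separately per campaign, cut at about 7.5% in these data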;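 further: 0% = DMSO wells and 100% = 10 µM SAHA wells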
The depositor's hits bear a star; · = no result given.

Structure	DAX1 inh-1	PLC-beta3 inh	ssDAF-12 act	DAX1 inh-2	hcDAF12 agonist	ADAM10 inh	hgDAF12 agonist	FXN GAA850 act	PLC-gamma1 inh	ADAM17 inh	sPLA2-III inh
CCCCNC(=O)C1c2ccccc2Oc2ccccc21	0.1	2	-1.6	0.4	-1.6	-7	-0.3	0.4	-1	0	1
CNC(=O)c1sc(NCc2ccccc2OC)nc1C	3.0	-7	-1.0	-0.1	-0.6	-8	-3.8	1.9	2	-2	10
CCCNC(=O)NC(=O)COC(=O)c1cccc(NS(=O)(=O)c2ccc(F)c(F)c2)c1	-1.0	-3	-0.8	-0.7	1.1	6	0.4	0.8	4	-3	-24
Cc1cc(OC(C)C(=O)NCCCN2CCOCC2)ccc1Cl (configuration not stated)	-0.3	-5	-0.9	0.1	0.5	-3	0.9	-0.5	-1	-4	0
O=C(OCn1nnc2ccccc2c1=O)C1CCCCC1	-0.2	0	-1.4	0.1	-1.2	-15	2.6	4.4	0	-1	3
CCc1ccccc1N(CC(=O)NCCSCc1ccco1)S(C)(=O)=O	-0.8	0	-1.4	0.1	0.6	-5	-0.8	0.7	-1	-2	-6
CC1(C)Oc2ccc(NC(=O)c3ccco3)cc2O1	3.0	1	-0.4	1.5	2.5	-4	11*	3.5	-1	-1	3
Cc1cc2c(cc1C)NC(c1c(C)n(C)n(-c3ccccc3)c1=O)C1=C(CC(C)(C)CC1=O)N2 (configuration not stated)	-0.9	-102	-0.3	-0.7	-1.5	-36	1.9	5.1	-83	-8	-6
Cc1ccc(CNC(=O)C2CCN(S(=O)(=O)c3cccnc3)CC2)cc1	0.7	-2	-1.4	0.1	-0.6	-2	-0.6	1.2	0	-2	4
Cc1ccccc1S(=O)(=O)N1C[C@H]2CON(C)[C@H]2C[C@H]1c1cccc(Oc2ccccc2)c1	-0.2	0	-0.6	1.3	-1.1	4	3.8	1.7	-1	2	7
COc1ccc(CCN2C(=O)CSC2c2ccc(F)cc2)cc1 (configuration not stated)	0.8	-12	-1.2	-0.3	-0.8	-4	1.4	1.3	-5	-4	12
COc1ccccc1-c1cc(C(F)(F)F)n2ncc(C(=O)N3CCc4ccccc4C3)c2n1	0.1	-91	-0.6	0.3	0.1	-11	-3.1	1.8	-59	-3	3
Cc1ccc(NCc2nnc(SCC(=O)O)n2-c2ccc(C)cc2)cc1	1.5	2	-0.3	-0.5	-0.2	-5	1.2	1.1	-1	-4	-2
Cc1ccc(Oc2ccc(C(=O)NCc3ccncc3)cc2)cc1	-4.2	7	-2.5	-3.4	-5.3	10	-8.3	-5.1	7	5	-15
N#Cc1cccc2cnccc12	0.4	2	-1.4	-0.2	-1.6	8	3.6	0.0	-1	4	8
CCNc1nc(NCC)n2c(SCC(=O)Nc3ccc(OC(F)F)cc3)nnc2n1	0.5	-1	-0.9	-0.5	-1.3	-10	1.0	1.0	2	-3	4
Cc1ccc(OCC(=O)OCCN2C(=O)c3ccccc3C2=O)cc1C	2.9	-2	-1.1	0.4	-3.3	-6	0.9	-1.4	-1	-1	-2
CC(C)(C)CNC(=O)c1ccc2c(c1)S(=O)(=O)c1cc(Cl)ccc1C2=O	-0.1	4	-1.5	0.1	-0.5	-2	0.9	1.3	2	0	2
CCOC(=O)N1CCN(C(=O)c2cnn3c(C(F)F)cc(-c4ccc(C)cc4)nc23)CC1	-0.1	-36	-1.5	0.7	-0.9	-9	-0.2	0.0	-25	2	3
COc1cc(C(=O)Nc2ccc(C)cc2)c2ccccc2n1	-2.4	-12	0.6	-0.2	5.7*	3	-0.3	-3.3	-7	-3	3
CC(C)OC(=O)c1ccc(COc2ccc3ccc(=O)oc3c2)o1	-0.8	-25	-0.8	-0.2	0.9	-164	5.6	2.6	-18	-51	-2
CC(C)CCNC(=O)CCc1nnc2ccc(N3CCC(C)CC3)nn12	-0.3	-5	-0.6	-0.4	-2.4	-1	1.2	2.6	0	-4	2
O=C(CCCn1c(=O)[nH]c2ccsc2c1=O)N1CCN(c2ccccn2)CC1	1.3	-3	-1.3	-0.2	-0.6	-1	0.1	-0.5	-8	-3	4
CCOc1ccccc1NC(=O)CCn1c(=O)oc2ccccc21	1.5	3	-1.8	0.5	-1.0	4	0.6	-0.2	-1	-1	-2
CCCCNC(=O)C(NC(=O)c1ccc(=O)[nH]c1)C(=O)c1ccccc1 (configuration not stated)	·	-3	-0.5	-1.1	-2.1	-7	-0.5	·	1	-2	6
CCO/C(C)=N/Oc1cnc2ccccc2c1	·	-16	-0.2	1.7	1.6	-38	4.2	·	-11	-14	0
CCOc1ncccc1C(=O)OCC(=O)NCc1ccccc1	1.5	-1	-1.0	0.3	2.4	-7	0.2	1.2	2	-3	3
C=C(C)CNC(=O)C1CCC(=O)N(CCCc2ccccc2)C1 (configuration not stated)	1.7	-5	-1.4	-0.8	-1.2	5	-3.8	-1.1	0	-2	5
O=S1(=O)c2c(NCc3ccco3)cccc2Oc2ccccc2CN1Cc1cn(Cc2cccc(C(F)(F)F)c2)nn1	·	-65	-1.2	-0.9	-2.5	-9	-3.4	·	-41	-2	-6
O=C(c1ccc(Oc2ccccc2)cc1)c1nc2c(n1O)CCCC2	0.7	-10	1.2*	0.8	-1.1	10	1.6	-0.8	1	0	-19

Next section, overlapping the part above by 4 compounds.
Structure	DAX1 inh-1	PLC-beta3 inh	ssDAF-12 act	DAX1 inh-2	hcDAF12 agonist	ADAM10 inh	hgDAF12 agonist	FXN GAA850 act	PLC-gamma1 inh	ADAM17 inh	sPLA2-III inh
CCOc1ncccc1C(=O)OCC(=O)NCc1ccccc1	1.5	-1	-1.0	0.3	2.4	-7	0.2	1.2	2	-3	3
C=C(C)CNC(=O)C1CCC(=O)N(CCCc2ccccc2)C1 (configuration not stated)	1.7	-5	-1.4	-0.8	-1.2	5	-3.8	-1.1	0	-2	5
O=S1(=O)c2c(NCc3ccco3)cccc2Oc2ccccc2CN1Cc1cn(Cc2cccc(C(F)(F)F)c2)nn1	·	-65	-1.2	-0.9	-2.5	-9	-3.4	·	-41	-2	-6
O=C(c1ccc(Oc2ccccc2)cc1)c1nc2c(n1O)CCCC2	0.7	-10	1.2*	0.8	-1.1	10	1.6	-0.8	1	0	-19
CC(=O)Nc1nonc1-c1nc2ccccc2n1CCC(C)C	-0.4	-18	-1.8	-0.6	-1.7	1	0.5	-1.6	-11	-6	1
O=C(Cn1cnc2ccccc2c1=O)OCCCCN1C(=O)c2ccccc2C1=O	0.0	4	-1.6	-0.6	-0.9	1	-0.3	0.0	-1	2	-3
CC1CC(=O)N(CC(=O)Nc2ccccc2F)c2ccccc2S1(=O)=O (configuration not stated)	1.4	-3	-0.5	-0.2	-1.1	-5	-3.1	0.7	1	-2	2
Cn1c2ccccc2c2ncn(CCN3CCOCC3)c(=O)c21	0.0	-7	0.5	0.3	1.3	-40	-0.7	-0.4	-4	-15	-4
COc1cc(OC)cc(C(=O)N[C@H](C(=O)OCC(=O)Nc2ccc(C(C)C)cc2)C(C)C)c1	1.9	4	-1.3	-0.4	-1.4	21*	2.3	1.4	0	4	-23
Cc1ccc(S(=O)(=O)CC(=O)Nc2nnc(C(C)(C)C)s2)cc1	-0.3	-6	-1.3	-0.1	0.2	8	1.4	-1.6	-1	0	-6
CCn1c(COc2ccccc2)nnc1SCC(=O)Nc1cc(C)ccc1OC	-1.1	4	-1.4	-1.3	-2.2	1	-2.4	-4.3	1	-2	1
CN1C[C@H](C(=O)NC2(C)OC3(O)[C@@H]4CCCN4C(=O)[C@H](Cc4ccccc4)N3C2=O)CC2c3cccc4[nH]cc(c34)C[C@H]21 (some centres not stated)	-0.5	-143	-1.6	0.8	-2.6	-23	-2.9	-7.3	-104	-11	-74
CC(C)Nc1nc(Cl)nc(NN(C)c2nc(N(C)C)nc(N(C)C)n2)n1	1.3	-1	-1.7	-0.2	-0.5	-4	-2.3	0.1	-1	-2	6
O=C(NCc1n[nH]c(=S)n1-c1ccccc1)c1ccc(S(=O)(=O)N2CCOCC2)cc1	-0.7	2	-0.5	0.3	-0.3	-3	-3.2	0.0	6	4	12
COC(=O)c1cnn(-c2ccccc2)c1/C=N/NC(=S)Nc1ccccc1	·	-6	-1.5	-0.3	-1.7	-6	-0.7	0.4	-5	-3	12
C[C@H](O)[C@@H]1CN2CCc3c([nH]c4c(-c5ccc6c(c5)OCO6)cccc34)[C@@H]2C[C@@H]1N(C)C(=S)NCCc1ccccc1	·	-23	-0.4	-0.1	0.4	7	1.6	·	-17	4	2
COC(=O)c1cccc(NC(=O)Cc2nc(-c3ccccc3)sc2-c2ccc(C)cc2)c1	-0.8	-1	-1.3	-0.2	-1.0	3	-1.5	1.4	-3	2	-3
Cc1cc(Cl)ccc1OCCCC(=O)N1CCCc2ccccc21	-0.5	-1	-1.3	0.4	2.9	10	0.7	2.7	1	1	2
CCC1(c2ccccc2)NC(=O)N(CC(=O)NC2(C#N)CCCCC2)C1=O (configuration not stated)	-1.0	-3	-0.7	2.7	-1.6	-3	2.7	2.0	2	2	4
Cc1cc2cc(CNC(=O)c3ccc(S(=O)(=O)N(C)C)cc3)ccc2n1C	0.8	-38	-0.8	0.4	-0.7	-5	-2.6	1.3	-26	-1	0
Cc1ccsc1/C=N/NC(=O)C(=O)NCC(C)C	4.1	2	-1.1	0.9	-0.2	-3	8.5	1.4	1	-2	5
Cc1cc(C(=O)N2CCN(C/C=C/c3ccccc3)CC2)no1	-0.2	3	-0.9	-1.0	-0.5	8	1.9	2.0	9	-3	1
CC(=O)N1CCOc2ccc(S(=O)(=O)NCc3ccc(Cl)cc3)cc21	1.2	-6	-0.9	0.1	0.1	2	0.8	0.6	-1	2	-7
CCOc1ccc(NC(=O)C2CCCN(S(=O)(=O)c3ccc4c(c3)C(C)(C)C(=O)N4C)C2)cc1 (configuration not stated)	·	-1	-0.9	-0.9	-2.4	-7	-5.1	-3.0	1	-2	-5
CC(=O)Nc1c(O)nc(SCc2ccccc2C#N)[nH]c1=O	0.3	1	-0.8	0.0	1.0	-5	2.3	-0.5	-1	-2	5
CCC(C)NC(=O)C1CCN(S(=O)(=O)c2cccc3nonc23)CC1 (configuration not stated)	-0.5	-3	-1.1	0.4	-0.5	4	-0.1	1.4	3	4	0
Cc1ccc(S(=O)(=O)CCC(=O)Nc2cccc(Cl)c2)cc1	-1.0	0	-1.0	0.0	-0.8	0	-0.8	0.9	0	-1	1
Cc1nc(NC(=O)C(C)(C)C)sc1C(=O)Cn1cc(CCCC#N)nn1	·	5	-0.5	1.4	-0.7	-14	1.4	·	2	-5	-16
